mouse IAP activators – mouse intestinal phosphatase enzyme activation – biochemical, luminescence, single concentration, confirmation (AID 434970); purified mouse IAP, CDP-Star luminescence, 30 min; stronger effect = lower value; activity change, negative = activation, % at 10 µM; hit rate 2.9% among 11,000; in the data active = activity change below about -85%;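 note: percent relative to enzyme plus DMSO wells and wells without enzyme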
mouse IAP activators Fold change – further read-out of mouse IAP activators, marked with its call; activation factor; measured here: IAP activation factor; stronger effect = higher value;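 fold luminescence change scaled to plate control wells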
An asterisk follows results filed as active. Only part of the results is shown; the hit share may differ from the screen's.

SMILES | mouse IAP activators | mouse IAP activators Fold change
Cc1cc(NC(=O)CSc2ccc(-c3ccccc3)nn2)no1 | 2 | 0.98
COc1cc(OC)cc(-c2sc3ccc(OC)cc3c2-c2ccc(OCCN3CCOCC3)cc2)c1 | -1 | 1
Nc1c(C(=O)c2ccc(Br)s2)oc2ccccc12 | 21 | 0.79
CCOC(=O)c1cc2c(ccn2C)n1CC(=O)N1CCCC(C)C1 (stereo unspecified) | 7 | 0.93
CCc1ccc(NC(=O)CCNS(=O)(=O)c2cccc3nonc23)cc1 | -16 | 1.2
CCCCN(CC)C(=O)c1cccc(Cl)c1 | -7 | 1.1
O=C(CSc1nnc(-c2ccccc2)n1Cc1ccccc1)N1CCOCC1 | -9 | 1.1
O=c1c2ccccc2nnn1Cc1nnc(-c2ccccc2Br)o1 | 6 | 0.94
CCOC(=O)c1c(C)[nH]c(O)c1C=Nc1ccccc1 | 21 | 0.79
O=C(CCNS(=O)(=O)c1cccs1)Nc1nccs1 | 2 | 0.98
Cc1ccc2c(c1)N(CC(=O)NCC1CCCO1)C(=O)C(C)O2 (stereo unspecified) | -9 | 1.1
COc1ccc(C(=S)N2CCCC2)cc1 | 7 | 0.93
CN1CCC(OC(=O)COc2ccccc2)CC1 | 0 | 1
Cc1cc(C)cc(NC(=O)Nc2ccc(-n3ccc(C(F)(F)F)n3)cc2)c1 | -136* | 2.4*
O=C1NN(c2cccc(Br)c2)C(=O)/C1=C/c1ccc(-c2cc([N+](=O)[O-])ccc2O)o1 | 47 | 0.53

The list goes on; it opens with the five that closed the last part.
SMILES | mouse IAP activators | mouse IAP activators Fold change
Cc1ccc2c(c1)N(CC(=O)NCC1CCCO1)C(=O)C(C)O2 (stereo unspecified) | -9 | 1.1
COc1ccc(C(=S)N2CCCC2)cc1 | 7 | 0.93
CN1CCC(OC(=O)COc2ccccc2)CC1 | 0 | 1
Cc1cc(C)cc(NC(=O)Nc2ccc(-n3ccc(C(F)(F)F)n3)cc2)c1 | -136* | 2.4*
O=C1NN(c2cccc(Br)c2)C(=O)/C1=C/c1ccc(-c2cc([N+](=O)[O-])ccc2O)o1 | 47 | 0.53
O=C(O)c1ccccc1-c1ccc(/C=c2\sc3nc4cc(Br)cnc4n3c2=O)o1 | 75 | 0.25
COc1cc2oc(=O)cc(-c3ccc(-c4ccc(OC(F)(F)F)cc4)cc3)c2c(OC)c1OC | 8 | 0.92
Cc1nn(Cc2ccc(Cl)c(Cl)c2)c(C)c1NC(=O)c1cn(-c2ccccc2)nc1-c1ccccc1 | -162* | 2.6*
CCN1C(=O)[C@H]2[C@H]3CN=C(SCC4CC4)N3[C@@](Cc3ccccc3)(C(=O)OC)[C@H]2C1=O | -9 | 1.1
CC(C)CC(OC(=O)c1nsc(Cl)c1Cl)C(=O)NCc1cccs1 (stereo unspecified) | -9 | 1.1
O=C(Cc1ccccc1)N/N=C/c1ccc(OC(=O)/C=C\c2ccco2)cc1 | 18 | 0.82
COc1ccccc1Nc1nc(-c2cccs2)cs1 | 40 | 0.6
CC(C)COc1ccc(CSCCNC(=S)Nc2ccccc2)cc1 | -39 | 1.4
CCC(=O)N1CCc2cc(S(=O)(=O)NCCC(=O)Nc3ccccc3C)ccc21 | 1 | 0.99
CCOC(=O)Cc1cn2c(=O)cc(CSCC(=O)Nc3ccc(C)c(C)c3)nc2s1 | 16 | 0.84
COc1ccc2cc3c(N)c(C(=O)NCc4ccco4)sc3nc2c1 | 18 | 0.82
Cc1cccc(C)c1NC(=O)CN(C)CC(=O)Nc1ccccc1Br | -7 | 1.1
COc1cccc(-c2cc(C(=O)Nc3c(C)n(C)n(-c4ccccc4)c3=O)no2)c1 | 10 | 0.9
CC(C)=CCC/C(C)=C/CNC(=O)C[C@H]1C[C@H](C(=O)N2CCCCC2)[C@@]2(CCc3ccccc3)c3[nH]c4cc(CCC(=O)N(C)C)ccc4c3CCN2C1=O | -4 | 1
O=C(CCN1C(=O)c2ccccc2C1=O)OCn1nnc2ccccc2c1=O | 8 | 0.92
COc1cc(NC(=O)c2ccco2)c(OC)cc1NC(=O)c1cc(OC)c(OC)c(OC)c1 | 7 | 0.93
Cc1cccc(-n2ncc3c(NCCCN4CCCC4=O)ncnc32)c1 | -2 | 1
Cc1cc(C)n(-c2cc(-n3nc(C)cc3C)ncn2)n1 | -3 | 1
Cc1ccnc(NC(=O)c2cc(S(=O)(=O)N3CCCCC3)ccc2Cl)c1 | 8 | 0.92
COC(=O)c1ccc(CSC2=NC[C@@H]3[C@@H]4C(=O)N(C)C(=O)[C@@H]4[C@](C)(C(=O)OC)N23)cc1 | -3 | 1
COc1ccc(S(=O)(=O)Nc2ccc(C(F)(F)F)cc2)cc1OC | -8 | 1.1
CCOC(=O)C(NC(C)=O)(N1CCc2ccccc2C1)C(F)(F)F (stereo unspecified) | 4 | 0.96
O=C1NC(=Nc2ccc(O)cc2)S/C1=C/c1ccco1 | 77 | 0.23
COc1ccc(N2C(=O)c3ccc(NC(C)=O)cc3C2=O)cc1 | -1 | 1
Nc1ncnc2c1ncn2[C@@H]1O[C@H](CNC(=O)[C@@H](N)Cc2ccccc2)[C@@H](O)[C@H]1O | -4 | 1
Cc1ccc(/C=C2/SC(=O)NC2=S)o1 | 63 | 0.37
CN(C)S(=O)(=O)Oc1ccsc1C(=O)Nc1cccc(Cl)c1 | -3 | 1
CCOC(=O)C1=CNS(=O)(=O)NC1c1ccc2ccccc2c1 (stereo unspecified) | -9 | 1.1
COC(=O)c1cc(NS(=O)(=O)c2ccc(NC(C)=O)cc2)cc(C(=O)OC)c1 | -5 | 1
CCCCc1ccc(NC(=S)NCc2cccc(OC)c2)cc1 | -53 | 1.5

Four entries from above, reformatted:
Under each structure: mouse IAP activators | mouse IAP activators Fold change
CN(C)S(=O)(=O)Oc1ccsc1C(=O)Nc1cccc(Cl)c1
 : -3 | 1
COc1cc(NC(=O)c2ccco2)c(OC)cc1NC(=O)c1cc(OC)c(OC)c(OC)c1
 : 7 | 0.93
COC(=O)c1cc(NS(=O)(=O)c2ccc(NC(C)=O)cc2)cc(C(=O)OC)c1
 : -5 | 1
CCOC(=O)C1=CNS(=O)(=O)NC1c1ccc2ccccc2c1 (stereo unspecified)
 : -9 | 1.1

One compound at a time (already shown). Order of screens: mouse IAP activators, mouse IAP activators Fold change
Shown for `COC(=O)c1ccc(CSC2=NC[C@@H]3[C@@H]4C(=O)N(C)C(=O)[C@@H]4[C@](C)(C(=O)OC)N23)cc1` → -3, 1
Shown for `Cc1cc(C)n(-c2cc(-n3nc(C)cc3C)ncn2)n1` → -3, 1

Next part:
SMILES | mouse IAP activators | mouse IAP activators Fold change
CCN([C@H](CO)C(C)C)S(=O)(=O)c1ccccc1Br | 2 | 0.98
Cc1cc(OCC(=O)Nc2ccc(OCc3ccccc3)cc2)nc(C(C)C)n1 | -1 | 1
COC(=O)C1C2C=CC3(CN(C(C)c4ccc(OC)cc4)C(=O)C13)O2 (stereo unspecified) | 10 | 0.9
NCCC(=O)NC[C@H]1O[C@@H](n2cnc3c(N)ncnc32)[C@H](O)[C@@H]1O | 4 | 0.96
COc1cc(OC)cc(C(=O)Nc2c(F)cccc2F)c1 | -2 | 1
CCN(CC(=O)Nc1ccc2c(c1)OCO2)Cc1nc2ccccc2c(=O)[nH]1 | -23 | 1.2
Cc1c(/C=N/NC(=O)c2ccc3c(c2)OCO3)cnn1C | 8 | 0.92
CC(C)NCCCOc1ccc(C(C)(C)c2ccccc2)cc1 | -13 | 1.1
COCCn1nnnc1C(c1ccc(C(F)(F)F)cc1)N1CCOCC1 (stereo unspecified) | 2 | 0.98
NC(=O)CN1C(=O)C2CCCCN2C(=O)c2ccccc21 (stereo unspecified) | -3 | 1
O=C(OCC(O)CN1CCCCC1)C12CC3CC(CC(C3)C1)C2 (stereo unspecified) | 4 | 0.96
CCCNC(=O)c1ccccc1NC(=O)CN(c1ccccc1OCC)S(C)(=O)=O | -15 | 1.2
Cc1ccc([N+](=O)[O-])cc1NC(=O)CN1CCC(C)CC1 | -5 | 1.1
CCS(=O)(=O)N1CCc2cc(OC)c(OC)cc2C1 | 6 | 0.94
O=C(O)C1C2C=CC(O2)C1C(=O)NCc1ccc(Cl)cc1 (stereo unspecified) | 6 | 0.94
CN(C)C(CNC(=O)NC1CCCCC1)c1cccnc1 (stereo unspecified) | 4 | 0.96
COC(=O)CSc1nc(-c2ccccc2)cc(-c2ccco2)c1C#N | 7 | 0.93
O=C(NC1CCCCC1)c1ccc2c(=O)n(CC3CCCO3)c(=O)[nH]c2c1 (stereo unspecified) | -13 | 1.1
CCOc1ccc(N2C(=O)c3cccnc3C2Nc2ccc(C)c(C)c2)cc1 (stereo unspecified) | -4 | 1
OCc1nc2ccccc2n1CC(O)COc1ccccc1 (stereo unspecified) | 7 | 0.93
Cn1c(C(=O)O)c(CC(=O)Nc2ccc(F)cc2F)c2ccccc21 | 8 | 0.92
O=C(O)C1Nc2c(O)cc(Cl)c([N+](=O)[O-])c2C2C=CCC12 (stereo unspecified) | 79 | 0.21
COc1ccc(-c2noc(CCC(=O)N3CCN(c4ccccc4F)CC3)n2)cc1 | 5 | 0.95
C(=N\Nc1nc(Nc2ccccc2)nc(N2CCOCC2)n1)/c1c[nH]c2ccccc12 | 18 | 0.82
COc1cccc(N(CC(=O)Nc2ccc3c(c2)OCO3)S(=O)(=O)c2ccccc2)c1 | -15 | 1.1
Cc1cccc(C2=NN(c3ccccc3)[C@@H](C(=O)N3CCOC3=O)[C@@H]2c2ccc(Cl)cc2)c1 | -7 | 1.1
CN1CCN(C(=O)c2ccc3c(c2)OCCO3)CC1 | 4 | 0.96
CN1CCN(/C=N/c2c(C#N)cnn2C)CC1 | -12 | 1.1
COc1ccc(S(=O)(=O)N2CCCC(C(=O)NC3CCCCC3)C2)cc1 (stereo unspecified) | 8 | 0.92
Nc1ncc2c(n1)-c1ccoc1CC2 | 56 | 0.44
CN(C)S(=O)(=O)Oc1cccc(C(=O)Nc2cccc(Cl)c2)c1 | 4 | 0.96
Cn1nc(OC(=O)Nc2cccc(Cl)c2)cc1C(F)(F)F | -151* | 2.5*
NS(=O)(=O)c1cc(C(=O)NC2CCSc3ccccc32)ccc1Cl (stereo unspecified) | 84 | 0.16
Cc1ccccc1-n1nc(C(=O)c2cccs2)cc(-c2nc3ccccc3[nH]2)c1=N | 8 | 0.92
CCOP(=O)(OCC)C(NC(=O)Nc1ccc(Cl)cc1)c1ccccc1 (stereo unspecified) | -56 | 1.6
CCc1cc(C(=O)Nc2ccc(C)cc2Br)cs1 | -2 | 1
CN(C)S(=O)(=O)N1CCC(Cc2ccccc2)CC1 | -8 | 1.1
Cc1ccc(NC2=NCCCCC2)cc1C | 5 | 0.95
CCOC(=O)CSc1nc(C2CC2)cc(-c2ccc(F)cc2)c1C#N | -6 | 1.1
CC(C)(C)c1ccc(OC(=O)c2cccnc2)cc1 | -1 | 1
C/C=C\C(=O)Nc1cccc(C2=NOC3(C2)C[C@@H](C(N)=O)N(C(=O)c2ccccc2)C3)c1 (stereo partly specified) | -11 | 1.1
Cc1ccc2c(c1)N(CCC(=O)NCc1cccs1)C(=O)C(C)O2 (stereo unspecified) | -3 | 1
Cn1c(SCC(=O)NCc2cccs2)nnc1-c1cccs1 | 2 | 0.98
CCn1c(=O)[nH]c2ccccc2c1=O | 5 | 0.95
COc1ccc2nc(SCC(=O)Nc3c(C)cc(C)cc3C)[nH]c2c1 | -9 | 1.1
CCOC(=O)CC1C(=O)NCCN1S(=O)(=O)c1ccc(Cl)cc1 (stereo unspecified) | -5 | 1
CCn1nnnc1SCC(=O)Nc1nc2ccc(OC)cc2s1 | 2 | 0.98
COc1ccc(OC)c(C(=O)/C=C/c2ccccc2C(F)(F)F)c1 | 15 | 0.85
CCCCNC(=S)Nc1ccc(Oc2ccccc2)cc1 | -70 | 1.7
Nc1ncnc2c1ncn2[C@@H]1O[C@H](CNC(=O)[C@@H](N)CO)[C@@H](O)[C@H]1O | 1 | 0.99
O=C(OCC(=O)c1ccc(S(=O)(=O)N2CCCC2)cc1)C1=COCCO1 | 6 | 0.94
CCOC(=O)CCCNC(=O)COc1ccccc1C#N | -5 | 1.1
Cn1c2c(c(=O)n(C)c1=O)C(C(F)(F)F)(C(F)(F)F)N=C(c1ccccc1Cl)N2 | -7 | 1.1
Cc1ccc2[nH]c3c(c2c1)CN(C(=O)CN1CCN(c2ccccn2)CC1)CC3 | -1 | 1
CCC(NC(=O)C1CCC1)c1ccc(C)cc1 (stereo unspecified) | -3 | 1
CC1(C)Cc2[nH]c(=S)c(C#N)cc2CO1 | 6 | 0.94
CCOc1ccc(CC(=O)Nc2c(C(=O)Nc3ccccc3)oc3ccccc23)cc1OCC | 12 | 0.88
COc1ccc(C(C)C)cc1S(=O)(=O)N1CCN(C)CC1 | 3 | 0.97
S=c1[nH]nc(-c2n[nH]c3c2CCC3)n1/N=C/C=C/c1ccco1 | 42 | 0.58
COc1ccc(Nc2nc(N3CCCCC3)c3ccccc3n2)cc1 | 8 | 0.92

The listing continues.
SMILES | mouse IAP activators | mouse IAP activators Fold change
COc1cc(/C=N/N=C(/N)c2nonc2N)cc(Br)c1OCc1cccc(C)c1 | 10 | 0.9
COc1cc(/C=N/NC(=O)c2cc(O)cc(O)c2)ccc1OC(=O)c1ccccc1 | 57 | 0.43
CC(C)c1ccc(/C=C2\CC/C(=C\C=N\N(C)C)C2=O)cc1 | 14 | 0.86
Cn1c(C(=O)NCCC2=CCCCC2)cc2c(=O)n3ccccc3nc21 | -11 | 1.1
Cc1c(C(=O)NCc2ccc3c(c2)OCO3)oc2ccc(S(=O)(=O)N3CCCCCC3)cc12 | -3 | 1
O=C(Cc1ccc(F)cc1)N[C@@H]1c2ccccc2CC[C@@H]1OCc1ccccc1 | -19 | 1.2
Cc1ccc(OCc2nnc(NC(=O)OCC(C)C)s2)c(C)c1 | -3 | 1
CCN(CC)c1nc(OCCNC(=O)Nc2ccccc2)nc(N(CC)CC)n1 | -96 | 2

Taken from above for reference:
SMILES | mouse IAP activators | mouse IAP activators Fold change
COc1cc(/C=N/NC(=O)c2cc(O)cc(O)c2)ccc1OC(=O)c1ccccc1 | 57 | 0.43
CC(C)c1ccc(/C=C2\CC/C(=C\C=N\N(C)C)C2=O)cc1 | 14 | 0.86
Cn1c(C(=O)NCCC2=CCCCC2)cc2c(=O)n3ccccc3nc21 | -11 | 1.1
